ER stress rescue: protection against thapsigargin-triggered cell killing – 384-well, CSM14.1, ATP luminescence, primary screen (AID 1222); 190,000 tested, under 10 active; one-dose cellular ATP content (survival), % at 20 µM; EC50 in µM for titrated hits; CSM14.1 thapsigargin-induced death rescue, ATP luminescence; higher % means a stronger effect;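 active = EC50 below 50 µM in the dose-response confirmation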;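 note: death triggered by thapsigargin at about 15 µM added after 2 h compound pretreatment; cell ATP read after overnight thapsigargin exposure of roughly 18 to 22 hours; normalized against plate controls of thapsigargin alone and 5% DMSO vehicle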
West Nile antiviral: inhibition of WNV-induced cytopathic effect – cell-based, CPE readout (AID 1621) | West Nile virus-infected cells, CPE inhibition; higher % means a stronger effect | CPE inhibition, % at 10 µM; hits with a dose series show IC50 in µM | hit rate 0.02% among 290,000; in the data active = a potency from the dose series; inconclusive = CPE inhibition mostly from about 3.7% at the one dose, without a potency; inactive = the rest, 99 in 100 with CPE inhibition below about 2.2%; note: strong numbers were not always called active
M1AAP inhibition: P. falciparum M1AAP inhibitors, biochemical, fluorogenic H-Leu-NHMec substrate, 1536-well (AID 1445); recombinant M1AAP, H-Leu-NHMec fluorogenic kinetic assay; higher % means a stronger effect; one-dose inhibition, % at 30 µM; IC50 in µM for titrated hits; hit rate 0.42% among 220,000;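 active = primary inhibition above the hit cutoff, then over 50% inhibition at one or more dose response concentrations, cut at about 23% in these data, passing the limit was not always enough; inconclusive = conflicting primary data, or primary hits not chosen for dose response; inactive = low primary inhibition, or under 50% at every dose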;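 note: plate controls were DMSO full reaction for no effect and no enzyme background for full effect; strong numbers were not always called active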
XIAP antagonists: small molecules displacing peptide from XIAP – biochemical, IAP family, fluorescence polarization (AID 1018); XIAP BIR domain, fluorescence polarization peptide displacement; higher % means a stronger effect; one-dose displacement, % at 20 µM; IC50 in µM for titrated hits; hit rate 0.007% among 200,000; in the data active = displacement above about 50%; note: a part of the inactive calls stands beside numbers as strong as those of hits
M17LAP inhibition: P. falciparum M17LAP inhibitors, primary screen, biochemical, fluorogenic H-Leu-NHMec substrate, 1536-well (AID 1619) | hit rate 0.38% among 220,000 | one-dose inhibition, % at 30 µM; IC50 in µM for titrated hits | recombinant M17LAP, H-Leu-NHMec fluorogenic kinetic assay; higher % means a stronger effect;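 active = compound inhibiting the enzyme by more than half at any dose during confirmatory dose-response retesting; inconclusive = strong single-dose inhibitors picked by rank but not retested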;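 note: plate controls were full reaction with DMSO carrier for no effect and no enzyme background for full effect; strong numbers were not always called active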
Siah-1 displacement: blockers of Siah-1 interaction with plectin peptide – biochemical, fluorescence polarization, rhodamine-plectin, uHTS, primary screen (AID 1817) | Siah-1 / rhodamine-plectin peptide fluorescence polarization; higher % means a stronger effect | one-dose displacement, % at 20 µM; IC50 in µM for titrated hits | hit rate 0.02% among 290,000;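 active = displacement of at least 50% at 20 µM, with a fluorescence ratio check between 0.3 and a set limit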;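 note: plate controls were Siah plus tracer with DMSO for no effect and tracer alone without Siah for full effect; strong numbers were not always called active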
PMI inhibition: MPI inhibition at elevated mannose 6-phosphate – biochemical, fluorescence intensity, high mannose 6-phosphate, primary screen (AID 1220) | recombinant PMI enzyme, coupled fluorescence intensity; higher % means a stronger effect | inhibition, % at 20 µM; hits with a dose series show IC50 in µM | hit rate 0.66% among 190,000; in the data active = inhibition above about 50%
Yfh1-depleted yeast: mitochondrial function rescue without frataxin homolog – Friedreich's ataxia, plus single-dose screen, dose response (AID 1465) | S. cerevisiae Yfh1-off respiration, WST-1 reduction, 72 h; higher fold induction means a stronger effect | fold induction at 50 µM; hits with a dose series show EC50 in µM | hit rate 0.074% among 220,000;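 active = fold induction of absorbance versus untreated yeast above a set limit, then at least 30% activation at any dose in follow-up; inconclusive = repeats straddling the limit, or above it without dose testing; inactive = fold induction below the set limit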;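 note: activators that raise dye reduction in frataxin-depleted yeast; strong numbers were not always called active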
PhoP inhibition: inhibitors of PhoP regulon expression, primary screen, Salmonella Typhimurium, GFP reporter (AID 1863) | S. Typhimurium PhoP-regulated promoter GFP reporter, 4 h; higher % means a stronger effect | inhibition, % at 50 µM, or IC50 in µM where a hit was titrated | hit rate 0.16% among 300,000;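 active = inhibition over 29.93%, a cutoff 3 SD above the screen mean, later confirmed by dose response; inconclusive = inhibition over 29.93% but no dose response follow-up; inactive = inhibition at most 29.93% or unconfirmed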;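 note: 0% = low Mg2+ inducing control and 100% = high Mg2+ repressing control; strong numbers were not always called active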
Starred values were filed as active, the others as inactive.

Screening Cc1cccc(C(=O)N[C@H](C(=O)Nc2ccc(S(=O)(=O)NC3=NCCCCC3)cc2)C(C)C)c1 returned ER stress rescue -1.2%, West Nile antiviral -0.9%, M1AAP inhibition 6.9%, XIAP antagonists -10.8%, M17LAP inhibition 5.2%, Siah-1 displacement -1.6%, PMI inhibition 19.3%, Yfh1-depleted yeast inactive and PhoP inhibition -8.9%.
`CCC(=O)N1CCc2cc(Br)cc(S(=O)(=O)NCc3ccco3)c21` gave ER stress rescue 0.9%, West Nile antiviral inconclusive, M1AAP inhibition 12.5%, XIAP antagonists -6.4%, M17LAP inhibition 10.9%, Siah-1 displacement 1.2%, PMI inhibition -2.0%, Yfh1-depleted yeast inactive and PhoP inhibition -4.9%.
`CCOc1ccccc1N1CCN(S(=O)(=O)c2ccc(F)c(F)c2)CC1` gave ER stress rescue 0.0%, West Nile antiviral -0.2%, M1AAP inhibition 6.5%, XIAP antagonists -5.7%, M17LAP inhibition -3.8%, Siah-1 displacement -6.5%, PMI inhibition -8.2%, Yfh1-depleted yeast inactive and PhoP inhibition -4.4%.
Screening O=C(Nc1ccc(NC(=O)C2CC2)nc1)c1cccc(F)c1 returned ER stress rescue 1.5%, West Nile antiviral 0.3%, M1AAP inhibition 4.1%, XIAP antagonists -4.0%, M17LAP inhibition 4.2%, Siah-1 displacement -4.5%, PMI inhibition 2.7%, Yfh1-depleted yeast inactive and PhoP inhibition -4.8%.
Screening CC(C)CCn1c(N2CCN(Cc3ccccc3)CC2)nc2c1c(=O)[nH]c(=O)n2C returned ER stress rescue -2.9%, XIAP antagonists -2.5%, Siah-1 displacement 0.9% and PMI inhibition 7.4%.
`Cc1csc(NC(=O)C2CC(=O)N(Cc3ccco3)C2)n1` (stereo unspecified) gave ER stress rescue 3.6%, West Nile antiviral -0.1%, M1AAP inhibition -3.6%, XIAP antagonists -3.9%, M17LAP inhibition -0.1%, Siah-1 displacement -0.9%, PMI inhibition 5.1%, Yfh1-depleted yeast inactive and PhoP inhibition 15.4%.
For CO/N=C/NC(=O)Cc1cn(-c2ncc(C(F)(F)F)cc2Cl)c2ccccc12 the results were ER stress rescue -3.3%, West Nile antiviral -0.5%, M1AAP inhibition 16.5%, XIAP antagonists -1.7%, M17LAP inhibition 3.8%, Siah-1 displacement 0.9%, PMI inhibition 4.8%, Yfh1-depleted yeast inactive and PhoP inhibition 20.4%.
FC(F)(F)c1ccc(CSc2ccccn2)cc1 was read as West Nile antiviral 0.3%, M1AAP inhibition -4.8%, M17LAP inhibition 3.7%, Siah-1 displacement -1.1%, Yfh1-depleted yeast inactive and PhoP inhibition -3.5%.
Screening O=C(CSc1nnc(CNC(=O)c2cccs2)o1)Nc1cccc(C(F)(F)F)c1 returned West Nile antiviral 0.3%, M1AAP inhibition 0.5%, XIAP antagonists 1.6%, M17LAP inhibition 12.8%, Siah-1 displacement 0.4%, PMI inhibition 12.6%, Yfh1-depleted yeast inactive and PhoP inhibition -4.6%.
`O=P(COc1ccccc1)(c1ccccc1)c1ccccc1` gave ER stress rescue 6.5%, West Nile antiviral -0.8%, M1AAP inhibition -2.5%, XIAP antagonists -1.7%, M17LAP inhibition 0.0%, Siah-1 displacement -0.8%, PMI inhibition 0.3%, Yfh1-depleted yeast inactive and PhoP inhibition 1.0%.
Screening O=S(=O)(c1ccccc1)N1CCN(CC(O)COc2ccc3c(c2)CCC3)CC1 (stereo unspecified) returned ER stress rescue -0.4%, West Nile antiviral -0.6%, M1AAP inhibition 2.8%, XIAP antagonists -4.8%, M17LAP inhibition 6.7%, Siah-1 displacement -0.4%, PMI inhibition 2.1%, Yfh1-depleted yeast inactive and PhoP inhibition 11.8%.
`O=C(OCC(=O)N1CCN(C(=O)c2ccco2)CC1)c1cc(S(=O)(=O)Nc2ccc(Cl)cc2)ccc1O` gave ER stress rescue 0.1%, West Nile antiviral 0.5%, M1AAP inhibition 20.7%, XIAP antagonists -5.2%, M17LAP inhibition 52.0%, Siah-1 displacement -3.2%, PMI inhibition 9.2%, Yfh1-depleted yeast inactive and PhoP inhibition -5.5%.
CCN(C(=O)CSc1nnc(-c2ccccc2Cl)n1C1CCCC1)C1CCS(=O)(=O)C1 (stereo unspecified) was read as ER stress rescue 2.2%, West Nile antiviral -0.7%, M1AAP inhibition 9.6%, XIAP antagonists -3.8%, M17LAP inhibition -2.2%, Siah-1 displacement -1.5%, PMI inhibition 5.7%, Yfh1-depleted yeast inactive and PhoP inhibition 6.8%.
For Cn1c(=O)n(C)c2cc(CNc3ccc(N4CCOCC4)c(C(=O)O)c3)ccc21 the results were ER stress rescue -3.2%, West Nile antiviral 0.3%, M1AAP inhibition 2.1%, XIAP antagonists -6.4%, M17LAP inhibition 6.9%, Siah-1 displacement 1.0%, PMI inhibition 1.2%, Yfh1-depleted yeast inactive and PhoP inhibition 0.3%.
For C=CCOC(=O)C(=O)/C=C/c1ccc2c(c1)Cc1ccccc1-2 the results were ER stress rescue 2.3%, West Nile antiviral -0.2%, M1AAP inhibition 5.0%, XIAP antagonists -3.3%, M17LAP inhibition 0.1%, Siah-1 displacement 4.3%, PMI inhibition 1.4%, Yfh1-depleted yeast inactive and PhoP inhibition -5.8%.
For Cc1ccc(-c2nnc(N3CCCCC3)c3ccccc23)cc1S(=O)(=O)N1CCN(C)CC1 the results were ER stress rescue -0.2%, West Nile antiviral -0.7%, M1AAP inhibition 14.0%, XIAP antagonists -1.3%, M17LAP inhibition 13.5%, Siah-1 displacement -2.2%, PMI inhibition -11.6%, Yfh1-depleted yeast inactive and PhoP inhibition -4.3%.
Screening C=CCS(=O)(=O)N1CCC(CCOc2ccccc2)(C(=O)OCC)CC1 returned ER stress rescue 0.3%, West Nile antiviral -1.4%, M1AAP inhibition 0.5%, XIAP antagonists -6.3%, M17LAP inhibition 1.5%, Siah-1 displacement 0.8%, PMI inhibition 18.2%, Yfh1-depleted yeast inactive and PhoP inhibition 2.2%.
`COc1ccc(C2=NN(C(=O)CCC(=O)O)C(c3cccs3)C2)cc1OC` (stereo unspecified) gave ER stress rescue 1.2%, West Nile antiviral 0.1%, M1AAP inhibition 3.2%, XIAP antagonists -4.8%, M17LAP inhibition -4.3%, Siah-1 displacement 1.9%, PMI inhibition 1.0%, Yfh1-depleted yeast inactive and PhoP inhibition 2.3%.
Screening COc1cc(NC(=O)C2=C(N3CCOCC3)/C(=C/c3ccc(Cl)cc3)CC2)cc(OC)c1OC returned ER stress rescue -2.3%, West Nile antiviral -1.1%, M1AAP inhibition 2.1%, XIAP antagonists -13.1%, M17LAP inhibition 2.0%, Siah-1 displacement -1.6%, PMI inhibition 23.9%, Yfh1-depleted yeast inactive and PhoP inhibition -11.7%.
For CCCC(=O)Nc1nc2ccc(NC(=O)c3cccnc3)cc2s1 the results were ER stress rescue -1.2%, West Nile antiviral 0.9%, M1AAP inhibition 4.6%, XIAP antagonists -0.7%, M17LAP inhibition 3.8%, Siah-1 displacement -1.3%, PMI inhibition 4.2%, Yfh1-depleted yeast inactive and PhoP inhibition -4.4%.
Screening Cc1ccc(S(=O)(=O)N(CC(=O)Nc2cccc(N(C)S(C)(=O)=O)c2)c2ccc(Cl)c(Cl)c2)cc1 returned ER stress rescue 3.6%, West Nile antiviral -1.1%, M1AAP inhibition -4.7%, XIAP antagonists -1.5%, M17LAP inhibition 9.7%, Siah-1 displacement -1.4%, PMI inhibition 26.7%, Yfh1-depleted yeast inactive and PhoP inhibition -9.8%.
O=C(O/N=C/c1ccc2c(c1)OCO2)c1ccc([N+](=O)[O-])cc1 was read as West Nile antiviral -0.2%, M1AAP inhibition -1.3%, XIAP antagonists -5.2%, M17LAP inhibition 3.3%, Siah-1 displacement 13.3%, PMI inhibition 0.5%, Yfh1-depleted yeast inactive and PhoP inhibition 5.3%.
Screening Cc1cc(C)n2nc(SCC(=O)N/N=C/c3cccc(Br)c3)nc2n1 returned ER stress rescue -1.6%, West Nile antiviral 0.0%, M1AAP inhibition 5.8%, XIAP antagonists -9.5%, M17LAP inhibition 29.6%, Siah-1 displacement -2.8%, PMI inhibition 10.9%, Yfh1-depleted yeast inactive and PhoP inhibition -11.2%.
O=S(=O)(c1ccccc1C(F)(F)F)N1CCOCC1 was read as ER stress rescue 1.1%, West Nile antiviral 0.2%, M1AAP inhibition 0.0%, XIAP antagonists -3.5%, M17LAP inhibition -5.3%, Siah-1 displacement -0.6%, PMI inhibition 4.8%, Yfh1-depleted yeast inactive and PhoP inhibition 0.9%.
`CCOC(=O)Cc1csc(NC(=O)Nc2ccc(F)cc2)n1` gave West Nile antiviral 0.0%, M1AAP inhibition 6.5%, M17LAP inhibition 0.0%, Siah-1 displacement -0.2%, Yfh1-depleted yeast inactive and PhoP inhibition -8.5%.
For Cc1ccc(C)c(/C=N/NC(=S)NCCc2ccccc2)c1 the results were ER stress rescue 0.2%, West Nile antiviral -0.7%, M1AAP inhibition 3.6%, XIAP antagonists -0.7%, M17LAP inhibition -10.3%, Siah-1 displacement 3.7%, PMI inhibition 12.4%, Yfh1-depleted yeast inactive and PhoP inhibition -2.3%.
O=C(CSc1ccc(-c2ccc(F)cc2)nn1)Nc1ccc2c(c1)OCCO2 was read as ER stress rescue 1.9%, West Nile antiviral -0.3%, M1AAP inhibition 0.4%, XIAP antagonists -8.9%, M17LAP inhibition 22.9%, Siah-1 displacement 15.5%, PMI inhibition 14.3%, Yfh1-depleted yeast inactive and PhoP inhibition 1.6%.
For CN(C)S(=O)(=O)c1ccc(C(=O)Nc2nc(-c3cc4ccccc4o3)cs2)cc1 the results were ER stress rescue -5.1%, West Nile antiviral -0.1%, M1AAP inhibition 5.0%, XIAP antagonists -8.2%, M17LAP inhibition 13.3%, Siah-1 displacement 0.2%, PMI inhibition 10.8%, Yfh1-depleted yeast inactive and PhoP inhibition -0.8%.
`COc1ccc(OC)c(C2C(C(C)=O)=C(O)C(=O)N2c2ccc(O)cc2)c1` (stereo unspecified) gave ER stress rescue -0.9%, West Nile antiviral 0.0%, M1AAP inhibition 16.6%, XIAP antagonists 12.1%, M17LAP inhibition 9.6%, Siah-1 displacement 2.1%, PMI inhibition -6.2%, Yfh1-depleted yeast inactive and PhoP inhibition -0.3%.
COc1ccc(CCNC(=O)CSc2nc3[nH]ncc3c(=O)n2-c2ccccc2OC)cc1OC was read as ER stress rescue -1.8%, West Nile antiviral 0.8%, M1AAP inhibition 8.7%, XIAP antagonists -4.5%, M17LAP inhibition 3.8%, Siah-1 displacement -1.3%, PMI inhibition -2.8%, Yfh1-depleted yeast inactive and PhoP inhibition -9.5%.

Screening data as filed in PubChem BioAssay.
